TNAP activation fold – stimulation of alkaline phosphatase TNAP activity – biochemical, luminescent, no phosphate acceptor, uHTS, primary screen (AID 1001); one-dose activation fold at 20 µM; EC50 in µM for titrated hits; 200,000 tested, 0.03% active; purified TNAP, luminescent activation assay, no phosphate acceptor; higher activation fold means a stronger effect; in the data active = activation fold from about 3, or a potency from the dose series; inactive = the rest, 99 in 100 with activation fold below about 1.6; note: many of its hits are not listed in these tables
human PMI inhibitors – human PMI inhibitors, high substrate, primary screen, biochemical, fluorescence intensity, high mannose 6-phosphate (AID 1220); recombinant PMI enzyme, coupled fluorescence intensity; higher % means a stronger effect; inhibition, % at 20 µM, or IC50 in µM where a hit was titrated; 190,000 tested, 0.66% active
M1AAP inhibition – malaria alanyl aminopeptidase activity blockers – biochemical, fluorogenic H-Leu-NHMec substrate, 1536-well (AID 1445) | recombinant M1AAP, H-Leu-NHMec fluorogenic kinetic assay; higher % means a stronger effect | one-dose inhibition, % at 30 µM; IC50 in µM for titrated hits | 220,000 tested, 0.42% active;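 active = primary inhibition above the hit cutoff, then over 50% inhibition at one or more dose response concentrations, cut at about 23% in these data, passing the limit was not always enough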;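 note: plate controls were DMSO full reaction for no effect and no enzyme background for full effect; strong numbers were not always called active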
UTI89 phage lysis – protection from phage-mediated lysis, alamar blue read-out – E. coli UTI89, K1F phage, bacterial capsule biogenesis inhibitors (AID 488966) | E. coli UTI89 K1F phage lysis, alamar blue, 2 h; higher % means a stronger effect | 340,000 tested, 0.02% active | one-dose inhibition, % at 100 µM; IC50 in µM for titrated hits;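 active = phage lysis inhibition, versus mean bacterial control, above a set limit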;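 note: capsule biogenesis inhibitors block K1F phage lysis so surviving cells raise fluorescence; higher fluorescence means more inhibition of phage lysis; actives were called in the ten point dose series up to 300 µM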
Myeloid diff 2 – promotes myeloid progenitor differentiation | ER-HoxA9 myeloid progenitors, lysozyme-GFP differentiation, flow cytometry | calls only at 10 µM | 360,000 tested, 1% active;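 active = normalized GFP-positive differentiation at or above the plate's own cutoff, the solvent-only control mean plus 3 SD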;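 note: cells exposed to compound for four days before flow analysis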
WT yeast gro inh – growth inhibition of WT yeast, mitochondrial fusion screen; mitochondrial fusion phenotypic screen, WT strain; inhibition, % at 10 µM; 190,000 tested, 2.1% active; AID 1362; in the data active = inhibition above about 58%; tested in S. cerevisiae
PMI inhibitors – MPI enzyme activity inhibition – biochemical, fluorescence intensity, coupled assay, primary screen (AID 1209) | purified PMI enzyme, coupled fluorescence intensity; higher % means a stronger effect | one-dose inhibition, % at 20 µM; IC50 in µM for titrated hits | 190,000 tested, 0.42% active;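 note: plate controls were DMSO vehicle for no effect and wells lacking substrate for full effect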
Lipid droplet – modulators of hepatic lipid droplet formation. AML12 mouse hepatocytes, oleate lipid droplets, BODIPY imaging. inhibition, % at 6.5 µM. 240,000 tested, 0.4% active. AID 1656;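 active = lipid droplet intensity inhibited by at least 50%, with more than 500 cells counted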
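Assay system: AML12 hepatocytes (mouse) / Also added: 100 µM oleic acid challenge / Times: overnight treatment with compound plus oleate / Detection: high-content imaging of BODIPY-stained droplets and DAPI nuclei / Evaluation: % inhibition of lipid droplet signal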
ER stress rescue – rescue of cells from ER stress-induced death, primary screen, 384-well, CSM14.1, thapsigargin, ATP luminescence (AID 1222); CSM14.1 thapsigargin-induced death rescue, ATP luminescence; higher % means a stronger effect; one-dose cellular ATP content (survival), % at 20 µM; EC50 in µM for titrated hits; 190,000 tested, under 10 active;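 active = EC50 below 50 µM in the dose-response confirmation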;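 note: death triggered by thapsigargin at about 15 µM added after 2 h compound pretreatment; cell ATP read after overnight thapsigargin exposure of roughly 18 to 22 hours; normalized against plate controls of thapsigargin alone and 5% DMSO vehicle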
WT yeast gro inh mutant strain – also measured in WT yeast gro inh; calls as there; inhibition, %; mitochondrial fusion phenotypic screen, mutant strain inhibition
Lipid droplet cells 6.5 µM – further read-out of Lipid droplet, marked with its call; cell count; measured here: cell count, cytotoxicity flag;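 cells counted across two imaged fields per well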
Myeloid diff 2 GFP+ MAC1+ % – also measured in Myeloid diff 2; calls as there; GFP+ MAC1+ double positive, %; measured here: differentiation confirmed by MAC1 staining
Starred values were filed as active, the others as inactive; i = inactive; x = no result given; [ ] = remark or other dose. Cut-off read from the data, not from the text of the source, unless noted: active = inhibition above about 50%; inactive = the rest. Hits appear at their usual frequency; 4.6% or so of the library scored in one or more.

SMILES	TNAP activation fold	human PMI inhibitors	M1AAP inhibition	UTI89 phage lysis	Myeloid diff 2	Myeloid diff 2 GFP+ MAC1+ %	WT yeast gro inh	WT yeast gro inh mutant strain	PMI inhibitors	Lipid droplet	Lipid droplet cells 6.5 µM	ER stress rescue
CCOC(=S)SCC(=O)N1CCc2ccccc2C1C1C(=O)CCCC1=O (stereo unspecified)	1	7%	13%	0.7%	i	0.0	5	-2	14%	9	692	-0.7%
Cc1nn(C(C)C(=O)N2CCN(c3ccccn3)CC2)c(=O)c2cc3occc3n12 (stereo unspecified)	1	-2%	-5%	0.3%	i	1.7	2	0	1%	0	786	-1.8%
COc1ccc(CC(=O)NNS(=O)(=O)c2ccc3ccccc3c2)cc1OC	1	4%	-14%	1.6%[50 µM]	i	1.7	11	0	1%	2	741	0.3%
O=C(OCn1cncn1)c1ccc(Cl)cc1Cl	1.1	-2%	-3%	1.6%	i	0.7	8	-20	9%	3	739	-3.9%
COC(=O)c1cc2nc(-c3ccccc3)cc(C(F)(F)F)n2n1	1.1	-1%	-1%	7.2%	i	5.0	-3	14	-3%	6	745	-2.5%
CCOc1ccc(OCC)c(N=c2oc3c(C)ncc(CO)c3cc2C(N)=O)c1	0.9	-2%	14%	-0.1%	i	1.1	7	25	-8%	x	x	-0.6%
CSc1ccc(Cl)c(C(=O)NCCOc2cc(C(C)C)ccc2C)c1	1	20%	8%	-0.5%	i	2.2	67*	23*	19%	x	x	-0.7%
CC(C)(C)CC(C)(C)NC(=S)Nc1ccc(S(=O)(=O)N2CCOCC2)cc1	1.1	15%	-2%	1.1%[50 µM]	i	0.6	8	-3	18%	12	553	-3.8%
O=C(Nc1cccnc1)C1CCCN(S(=O)(=O)c2cccc3nsnc23)C1 (stereo unspecified)	1.1	-1%	4%	0.2%	i	0.0	-8	-12	3%	x	x	-1.9%
COC(=O)c1ccc(C(NC(=O)OCc2ccccc2)/C(C)=C/[C@@H](C)C(=O)NCc2ccc(-c3ccccc3)cc2)cc1 (stereo partly specified)	1.2	8%	4%	5.1%	i	2.2	-11	-7	10%	-19	656	-5.1%
CN(C)/C=N/c1c(C#N)cnn1-c1nc2ccccc2s1	1.1	1%	3%	0.2%	i	0.9	8	4	-1%	x	x	-1.7%
Cc1cccc(NC(=O)Nc2cc(C)on2)c1	1.1	5%	6%	-6.0%	i	1.3	17	1	10%	-4	719	-3.8%
O=[N+]([O-])c1nn(-c2ccc(Cl)cc2)n(O)c1=NCc1cccnc1	1.1	12%	1%	-0.4%	i	1.1	6	6	22%	5	639	-1.9%
Cc1ccc(OCCN2CCN(C(=O)CCC(=O)Nc3nnc(C)s3)CC2)cc1	1.1	5%	-8%	1.2%	i	0.5	10	5	4%	-1	752	-1.1%
CCCCn1c(SCC(=O)Nc2nnc(CC)s2)nc2ccccc2c1=O	1.1	10%	1%	0.0%	i	0.5	-10	-6	11%	-20	661	x
CC1(C)Cc2ccccc2-c2n[nH]c(=S)n21	0.8	2%	6%	0.1%	i	6.1	12	15	-3%	x	x	0.8%
O=S(=O)(c1ccccc1)C1(S(=O)(=O)c2ccccc2)CCCC1	1	8%	1%	1.0%	i	1.3	8	-1	4%	-2	732	1.2%
O=C(c1noc2c1CCCC2)N1CCC(CO)(Cc2ccccc2Cl)CC1	1.1	5%	5%	0.6%	i	0.6	1	-18	10%	-14	725	1.5%
COC(=O)c1scc(S(=O)(=O)C(C)C)c1N/N=C(\C#N)C(=O)c1ccc(Cl)cc1	x	x	8%	-0.2%	i	0.6	x	x	x	8	750	x
N#CC1C(C#N)N2CCCN2C1c1ccc(Br)cc1 (stereo unspecified)	x	x	1%	-0.4%	i	0.5	x	x	x	-8	628	x
S=C(Nc1ccccc1Cl)N1CCC(c2ccccc2)C1 (stereo unspecified)	1.1	-3%	-1%	-0.1%	i	0.7	19	23	0%	-5	663	-12%
CCOC(=O)C1CCCN(C(=O)C2CCC(CNS(=O)(=O)c3ccc(NC(C)=O)cc3)CC2)C1 (stereo unspecified)	1	-3%	4%	-0.3%	i	0.9	7	-3	-4%	x	x	0.8%
CC1=NN(C(=O)Cn2ccc([N+](=O)[O-])n2)C(O)(C(F)(F)F)C1 (stereo unspecified)	1	-6%	-6%	3.1%	i	0.2	7	-13	1%	1	706	-1.3%
CC(C)Cc1nnc(NC(=O)CCC(=O)NC2CCCc3ccccc32)s1 (stereo unspecified)	1	5%	1%	2.4%	i	0.3	-7	-3	2%	-22	630	-0.1%
COc1ccc(CN2CCOCC2)c(C)c1C	1.1	4%	2%	4.5%	i	5.3	13	4	10%	-1	742	-1.3%
CC(=O)N1c2ccccc2N(Cc2ccc([N+](=O)[O-])cc2)C(=O)C1(C)C	1.1	5%	-1%	0.3%	i	0.2	-7	9	0%	-18	635	1.1%
Cc1nc2ccccc2n1CC(=O)OCC(=O)NC1CC1	1.1	-3%	-3%	0.2%	i	0.8	8	-4	-6%	4	563	-0.3%
Cc1cc([N+](=O)[O-])cc(C)c1OCC(=O)N/N=C/c1ccc(OC(=O)c2ccccc2)cc1	1	2%	3%	1.4%	i	0.2	3	1	14%	-3	597	-2.5%
CCc1cc(CC)c(/C=N/NC(N)=O)c(CC)c1	1.1	-3%	-1%	-0.4%	i	2.5	-22	1	-4%	-31	760	-0.1%
COc1ccc(NC(=O)c2[nH]c(C)c(C(C)=O)c2C)cc1S(=O)(=O)Nc1ccc(Br)cc1	x	x	7%	0.1%	i	0.5	x	x	x	-2	679	x
O=C(CCCOc1ccccc1)Nc1ncccn1	1.1	-16%	2%	2.4%	i	0.5	12	-3	-15%	5	762	-7.1%
COc1ccc(Br)cc1C(C[N+](=O)[O-])c1c(N)n(C)c(=O)n(C)c1=O (stereo unspecified)	x	x	1%	0.1%	i	0.6	x	x	x	-15	611	x
Cc1ccc(NC2=NCC(=O)N2C2CCCC2)cc1	1.1	-2%	-1%	0.3%	i	0.1	3	-17	-12%	15	705	-1.3%
O=C(CCCc1cccs1)N1CCN(S(=O)(=O)c2ccccc2Br)CC1	1.1	1%	9%	2.0%	i	1.3	-4	5	-1%	x	x	-0.6%
Cc1c(Cl)cccc1NC(=S)N(Cc1cccs1)C1CCCC1	1.1	5%	-8%	0.5%	i	0.3	67*	38*	6%	30	597	-1.2%
CN(C)CCCN(C(=O)c1ccc(S(=O)(=O)N(C)C)cc1)c1nc2cc3c(cc2s1)OCO3	1	10%	5%	0.2%	i	0.1	-1	0	-4%	8	709	-0.8%
Nc1ccc(NC(=O)c2cccs2)c(Cl)c1	1.1	1%	4%	1.4%	i	5.0	-15	-1	-7%	x	x	1.7%
O=c1[nH]cnc2scc(-c3ccsc3)c12	0.8	12%	-8%	-0.5%	i	0.8	4	8	8%	x	x	-0.6%
O=C(/C=C/c1ccccc1)N1CCC(c2ccccc2)C1 (stereo unspecified)	1.2	-1%	-8%	1.6%[50 µM]	i	0.4	24	9	12%	-4	608	3.7%
O=C(O)C1C2CCC(C2)C1C(=O)NCc1ccccn1 (stereo unspecified)	0.9	0%	2%	-0.6%	i	0.9	-2	-8	-8%	x	x	-1.7%
CCOC(=O)/C(N=Nc1c(Br)cc(Br)cc1Br)=C(\C)O	1	6%	2%	0.6%	i	1.0	x	x	14%	12	746	-3.3%
CC(C)(C)OC(=O)NNC(=O)C12CC3CC(CC(C3)C1)C2	1.1	3%	-2%	0.1%	i	0.4	-7	-16	6%	20	716	-1.9%
CCOC(=O)C(=O)Nc1nnc(CCc2ccccc2)s1	1.1	-15%	6%	-1.5%	i	1.5	-20	8	-12%	-77	724	-1.0%

3 compounds out of the list above, ordered by the value under PMI inhibitors, falling:
SMILES	TNAP activation fold	human PMI inhibitors	M1AAP inhibition	Myeloid diff 2 GFP+ MAC1+ %	WT yeast gro inh mutant strain	PMI inhibitors
CCOC(=O)/C(N=Nc1c(Br)cc(Br)cc1Br)=C(\C)O	1	6%	2%	1.0	x	14%
O=C(/C=C/c1ccccc1)N1CCC(c2ccccc2)C1 (stereo unspecified)	1.2	-1%	-8%	0.4	9	12%
CCOC(=O)C1CCCN(C(=O)C2CCC(CNS(=O)(=O)c3ccc(NC(C)=O)cc3)CC2)C1 (stereo unspecified)	1	-3%	4%	0.9	-3	-4%

Gathered by group, the entries above containing a Cl atom
SMILES	TNAP activation fold	human PMI inhibitors	M1AAP inhibition	UTI89 phage lysis	Myeloid diff 2	Myeloid diff 2 GFP+ MAC1+ %	WT yeast gro inh	WT yeast gro inh mutant strain	PMI inhibitors	Lipid droplet	Lipid droplet cells 6.5 µM	ER stress rescue
O=C(OCn1cncn1)c1ccc(Cl)cc1Cl	1.1	-2%	-3%	1.6%	i	0.7	8	-20	9%	3	739	-3.9%
CSc1ccc(Cl)c(C(=O)NCCOc2cc(C(C)C)ccc2C)c1	1	20%	8%	-0.5%	i	2.2	67*	23*	19%	x	x	-0.7%
O=[N+]([O-])c1nn(-c2ccc(Cl)cc2)n(O)c1=NCc1cccnc1	1.1	12%	1%	-0.4%	i	1.1	6	6	22%	5	639	-1.9%
O=C(c1noc2c1CCCC2)N1CCC(CO)(Cc2ccccc2Cl)CC1	1.1	5%	5%	0.6%	i	0.6	1	-18	10%	-14	725	1.5%
COC(=O)c1scc(S(=O)(=O)C(C)C)c1N/N=C(\C#N)C(=O)c1ccc(Cl)cc1	x	x	8%	-0.2%	i	0.6	x	x	x	8	750	x
S=C(Nc1ccccc1Cl)N1CCC(c2ccccc2)C1 (stereo unspecified)	1.1	-3%	-1%	-0.1%	i	0.7	19	23	0%	-5	663	-12%
Cc1c(Cl)cccc1NC(=S)N(Cc1cccs1)C1CCCC1	1.1	5%	-8%	0.5%	i	0.3	67*	38*	6%	30	597	-1.2%
Nc1ccc(NC(=O)c2cccs2)c(Cl)c1	1.1	1%	4%	1.4%	i	5.0	-15	-1	-7%	x	x	1.7%
